U2OS ROS induce – inducers of reactive oxygen species in cancer cells; 2% of 46,000 active; ROS induction (% of piperlongumine), % at 10 µM; U2OS ROS induction, H2DCF-DA fluorescence; in the data active = ROS induction above about 79%, passing the limit was not always enough;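 note: 0% = DMSO vehicle median and 100% = reference compound median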
* = called active by the depositor; & = joins results of further samples. Only part of the results is shown; the hit share may differ from the screen's.

SMILES | U2OS ROS induce
C[C@@H]1CN([C@H](C)CO)C(=O)c2cccc(NC(=O)Nc3ccc(F)cc3)c2O[C@@H]1CN(C)Cc1ccc(-c2ccccc2)cc1 | 45
COc1cccc(NC(=O)CSc2nc(N)cc(N)n2)c1 | -9
COc1ccc(NC(=O)N(C)C[C@H]2OCc3cnnn3CCCC(=O)N([C@H](C)CO)C[C@@H]2C)c(OC)c1 | 0
COc1ccc(S(=O)(=O)N(C)CC(=O)Nc2ccc(C(N)=O)cc2)cc1C | 9
CC(=O)Nc1ccc(OCC(=O)Nc2ccc3c(c2)oc2ccccc23)cc1 | 0
Nc1ccc(C(=O)OCc2nc3cc4ccccc4cc3[nH]2)cc1 | 22
CCCC12CCC(c3ccc(C#N)cc3)(CC1)CC2 | -8
O=C(NO)c1ccc(C(=O)N/N=C/c2ccc(I)cc2)cc1 | -7
C[C@H](CO)N1C[C@H](C)[C@H](CN(C)Cc2ccccc2)Oc2c(NS(C)(=O)=O)cccc2C1=O | -13
COC(=O)c1ccc(/C=C2\SC(N)=NC2=O)cc1 | 7
C[C@H]1CN([C@@H](C)CO)C(=O)c2cccc(N(C)C)c2O[C@@H]1CN(C)S(=O)(=O)c1ccccc1 | 3
COc1ccc(C2SCC(C(=O)NCc3ccc(F)cc3)N2C(C)=O)cc1 (stereo unspecified) | 2
C[C@H](CO)N1C[C@H](C)[C@@H](CN(C)S(=O)(=O)c2ccc(Oc3ccccc3)cc2)OCc2cn(nn2)CCCC1=O | 7
COC(=O)c1noc(C)c1C(=O)/C=C/N(C)C | -8
C[C@H]1CN([C@@H](C)CO)C(=O)c2cc(NC(=O)Nc3ccc(C(F)(F)F)cc3)ccc2O[C@@H]1CN(C)Cc1ccc2c(c1)OCO2 | 12
COc1ccc(S(=O)(=O)N(C)C[C@@H]2Oc3ccc(NS(=O)(=O)c4ccc(F)cc4)cc3C(=O)N([C@@H](C)CO)C[C@H]2C)cc1 | 7
N#Cc1ccc(C#CCOC(=O)Nc2ccc(Cl)cc2)cc1 | -8
CN(C)C(=O)CSc1nc2sc3c(c2c(=O)[nH]1)CCCC3 | -31
Cc1ccc(CNC(=O)Nc2ccccc2)n1C | -5
C[C@H]1CN([C@@H](C)CO)C(=O)c2cc(NC(=O)CCCCCC(=O)Nc3ccccc3N)ccc2O[C@H]1CN(C)S(=O)(=O)c1cccs1 | -1

Looked up by structure from the entries so far, five records:
SMILES | U2OS ROS induce
N#Cc1ccc(C#CCOC(=O)Nc2ccc(Cl)cc2)cc1 | -8
Cc1ccc(CNC(=O)Nc2ccccc2)n1C | -5
COc1ccc(S(=O)(=O)N(C)CC(=O)Nc2ccc(C(N)=O)cc2)cc1C | 9
COc1ccc(C2SCC(C(=O)NCc3ccc(F)cc3)N2C(C)=O)cc1 (stereo unspecified) | 2
C[C@H]1CN([C@@H](C)CO)C(=O)c2cccc(N(C)C)c2O[C@@H]1CN(C)S(=O)(=O)c1ccccc1 | 3

Further entries:
SMILES | U2OS ROS induce
C[C@@H]1CN([C@H](C)CO)C(=O)c2cccc(NS(=O)(=O)c3cn(C)cn3)c2O[C@@H]1CN(C)C(=O)Nc1ccc2c(c1)OCO2 | -3
Cc1nccc(-c2nn(-c3ccc(F)cc3)ccc2=O)n1 | -6
Cc1cc(C)c2nc(N3CCC(C(=O)N4CC(C)CC(C)C4)CC3)sc2c1 (stereo unspecified) | -9
COc1ccc(C(=O)NC(=Nc2c(C)cccc2C)SC)cc1 | 10
NC1=NC(c2ccccc2)C(C(=O)c2ccccc2)N1 (stereo unspecified) | -8
C[C@@H]1CN([C@H](C)CO)C(=O)c2cc(N(C)C)ccc2O[C@@H]1CN(C)CC1CCCCC1 | -6
Cc1ccc(S(=O)(=O)Nc2ccc3c(c2)C(=O)N([C@H](C)CO)C[C@H](C)[C@H](CN(C)S(=O)(=O)c2ccccc2)OCCCC[C@@H](C)O3)cc1 | 38
C[C@H](CO)N1C[C@H](C)[C@@H](CN(C)S(=O)(=O)c2cn(C)cn2)Oc2ccc(NC(=O)C3CCCCC3)cc2C1=O | -8
C[C@H]1CN([C@@H](C)CO)C(=O)Cc2cc(NC(=O)NC3CCCCC3)ccc2O[C@@H]1CN(C)C(=O)Nc1cccc2ccccc12 | -19
COc1cccc(CN2CCN(C(=O)c3cccs3)CC2)c1 | -3
Cc1ccc(N(CC(=O)Nc2c(C)cc(C)cc2C)S(C)(=O)=O)cc1 | 1
COc1ccc(NC(=O)N(C)C[C@H]2OCc3cnnn3CCCC(=O)N([C@H](C)CO)C[C@H]2C)cc1 | -2
COc1ccc(CN(C)C[C@@H]2OCCCC[C@@H](C)Oc3ccc(NC(=O)C4CCCCC4)cc3C(=O)N([C@H](C)CO)C[C@@H]2C)cc1 | 23
C[C@@H]1CN([C@H](C)CO)C(=O)c2cccc(NC(=O)NC3CCCCC3)c2O[C@@H]1CN(C)Cc1ccc(C(F)(F)F)cc1 | 0
C[C@@H]1CCCCO[C@H](CN(C)C(=O)Nc2ccc3c(c2)OCO3)[C@@H](C)CN([C@H](C)CO)C(=O)c2cc(NC(=O)C3CCCCC3)ccc2O1 | -11
CC(C)NC(=O)Nc1ccc2c(c1)CC(=O)N([C@@H](C)CO)C[C@H](C)[C@H](CN(C)Cc1ccccc1)O2 | -3
CCOC(=O)c1c(SC)nc2c(C(F)(F)F)cccc2c1N1CCCC1 | 17
C[C@@H]1CN([C@H](C)CO)C(=O)c2cccc(NC(=O)Nc3ccc(F)cc3)c2O[C@H]1CN(C)S(C)(=O)=O | 18
C[C@@H]1CN([C@@H](C)CO)C(=O)c2cccc(NS(=O)(=O)c3cccs3)c2O[C@@H]1CN(C)C(=O)Nc1ccc(F)cc1 | 45
C[C@H](CO)N1C[C@H](C)[C@H](CN(C)Cc2ccc(C(F)(F)F)cc2)Oc2c(NS(=O)(=O)c3ccc(F)cc3)cccc2C1=O | 22
C[C@@H]1CN([C@H](C)CO)C(=O)c2cc(NC(=O)CCCCCC(=O)Nc3ccccc3N)ccc2O[C@H]1CN(C)Cc1ccncc1 | 11
CCCN1C[C@H](CSC)C[C@@H]2c3cccc4[nH]cc(c34)C[C@H]21 | 1&11
CN(c1cccc(NC(=O)c2ccccc2N(C)S(=O)(=O)c2ccccc2)c1)S(C)(=O)=O | 5
O=C(CN1C(=O)c2cccc3cccc1c23)Nc1ccc(S(=O)(=O)N2CCCCC2)cc1 | 43
C[C@@H]1CCCCO[C@H](CN(C)C(=O)c2ccncc2)[C@@H](C)CN([C@H](C)CO)C(=O)c2cc(NC(=O)CCC(F)(F)F)ccc2O1 | -23
C[C@@H]1CN([C@H](C)CO)C(=O)c2cccc(NC(=O)Nc3ccc4c(c3)OCO4)c2O[C@H]1CN(C)C(=O)Nc1ccc(F)cc1 | -4
O=C(Nc1ccc(Br)cc1)C1CN(S(=O)(=O)c2ccccc2)CCN1S(=O)(=O)c1ccccc1 (stereo unspecified) | -1
Cc1noc(C)c1NC(=O)Nc1ccc2c(c1)C(=O)N([C@@H](C)CO)C[C@@H](C)[C@@H](CN(C)Cc1ccc3c(c1)OCO3)O2 | -7
O=C(NC1CCN(C(=O)C2CCC2)CC1)C1CCCCC1 | -2
CCOC(=O)c1c(C)nn(-c2ncccc2NC(=O)CCC(=O)O)c1C | -11
C[C@H](CO)N1C[C@H](C)[C@@H](CN(C)Cc2ccc(Oc3ccccc3)cc2)Oc2ccc(NC(=O)Nc3ccccc3)cc2C1=O | 60
Cc1ccc(C(=O)NC2CCCCNC2=O)cc1 (stereo unspecified) | -7
Cc1noc(C)c1NC(=O)N(C)C[C@H]1Oc2c(NS(=O)(=O)c3ccc(Cl)cc3)cccc2C(=O)N([C@H](C)CO)C[C@H]1C | -4
Cc1noc(C)c1NC(=O)N(C)C[C@@H]1Oc2ccc(NS(=O)(=O)c3cn(C)cn3)cc2CC(=O)N([C@H](C)CO)C[C@H]1C | 9
C[C@@H]1CN([C@H](C)CO)C(=O)Cc2cc(N(C)C)ccc2O[C@H]1CN(C)Cc1ccc(C(=O)O)cc1 | -11
C[C@@H]1CN([C@@H](C)CO)C(=O)Cc2cc(NS(=O)(=O)c3ccccc3)ccc2O[C@@H]1CN(C)Cc1ccc(Cl)c(Cl)c1 | 41
Cc1cc(=O)[nH]c(SCC(=O)Nc2cc([N+](=O)[O-])ccc2C)n1 | 2
COc1ccc(NC(=O)Nc2ccc3c(c2)C(=O)N([C@H](C)CO)C[C@H](C)[C@H](CN(C)S(C)(=O)=O)O3)cc1 | -2
C[C@@H]1CN([C@H](C)CO)C(=O)c2cc(NS(=O)(=O)c3ccc(Cl)cc3)ccc2O[C@H]1CN(C)C(=O)Nc1ccc(F)cc1 | -12
CC(=O)Oc1c(I)c(=O)n(C)c2ccccc12 | 38
CCOC(=O)c1ccccc1NC(=O)COc1ccccc1C | 3
c1ccc(CCc2nn3c(Cn4cnc5ccccc54)nnc3s2)cc1 | 13
CCOC(=O)c1c(C)oc(=O)c(Br)c1C | -15
O=C(CSc1ncnn1CC(=O)c1ccc(Br)cc1)c1ccc(Br)cc1 | 6
C=CCn1c(=N)c(C#N)cc2c(=O)n3ccccc3nc21 | 32
C[C@H]1CN([C@@H](C)CO)C(=O)c2cccc(NS(=O)(=O)c3ccc(F)cc3)c2O[C@H]1CN(C)C(=O)Nc1ccccc1 | -4
C[C@@H]1CN([C@H](C)CO)C(=O)c2cc(N(C)C)ccc2O[C@H]1CN(C)S(=O)(=O)c1ccc(Cl)cc1 | 11
COc1ccc(-c2nc3nnc(C)n3[nH]2)c(OC)c1 | -5
C[C@@H]1CN([C@H](C)CO)C(=O)c2cccc(NS(=O)(=O)c3ccc(F)cc3)c2O[C@@H]1CN(C)Cc1ccc(C(=O)Nc2ccccc2N)cc1 | 42
CNC(=O)CSCc1cnn(-c2ccccc2)c1-n1cccc1 | -8
C[C@H]1CN([C@@H](C)CO)C(=O)c2cccc(NC(=O)C3CC3)c2O[C@@H]1CN(C)CC1CC1 | 20
CCC1(C)CC(=O)NC1=O (stereo unspecified) | -12
COc1ccc(S(=O)(=O)Nc2ccc3c(c2)C(=O)N([C@@H](C)CO)C[C@H](C)[C@@H](CN(C)C(=O)Nc2ccc4c(c2)OCO4)O3)cc1 | -13
Cc1ccc(C)c(C(=O)CSc2nc3nc(C)cc(C)c3c(=O)[nH]2)c1 | 23
Cc1ccc(S(=O)(=O)Nc2ccc3c(c2)CC(=O)N([C@H](C)CO)C[C@@H](C)[C@H](CN(C)C(=O)Nc2ccccc2)O3)cc1 | 9
C[C@@H]1CN([C@H](C)CO)C(=O)CCCn2nncc2CO[C@@H]1CN(C)Cc1ccccc1C(F)(F)F | 5
CCn1c(SCC(=O)Nc2ccc(Br)cc2C)nnc1-c1ccccc1F | -24
COc1ccc(S(=O)(=O)N(C)C[C@H]2Oc3ccc(NS(=O)(=O)c4cccs4)cc3C(=O)N([C@@H](C)CO)C[C@@H]2C)cc1 | -1
Cc1ccc(-c2cc(C(=O)Nc3cc(C)nn3-c3ccccc3)no2)cc1 | -4
Cc1noc(C)c1NC(=O)N(C)C[C@H]1Oc2ccc(NS(=O)(=O)c3ccc(Cl)cc3)cc2CC(=O)N([C@@H](C)CO)C[C@H]1C | 0

(listing goes on)
SMILES | U2OS ROS induce
Cc1noc(C)c1NC(=O)Nc1cccc2c1O[C@H](CN(C)Cc1ccc(Oc3ccccc3)cc1)[C@H](C)CN([C@@H](C)CO)C2=O | -4
CSc1nc(N2CCCCC2)c2c(c1C#N)CCCC2 | 26
S=C1NC(c2ccccc2)=NCN1c1ccc(Cl)cc1 | -7
C[C@@H]1CN([C@H](C)CO)C(=O)c2cc(NS(=O)(=O)c3ccccc3)ccc2O[C@H]1CN(C)C(=O)Nc1ccccc1 | -5
C[C@@H]1CN([C@@H](C)CO)C(=O)CCCn2nncc2CO[C@@H]1CN(C)CC1CCCCC1 | 26
Cc1ccnc(SCC(=O)N2CCc3ccccc3C2)n1 | -4
Cc1ccc(-c2nnc3c4ccccc4c(C)nn23)cc1S(=O)(=O)NC1CCCCC1 | -3
CCn1c(SCc2nc3ccccc3c(=O)[nH]2)nnc1-c1ccc(Cl)cc1 | 31
CCOC(=O)c1cc(Br)ccc1OCc1ccccc1Cl | 2
C[C@@H]1CCCCO[C@H](CN(C)C(=O)Nc2ccc(F)cc2)[C@@H](C)CN([C@H](C)CO)C(=O)c2cc(NC(=O)Nc3ccc(C(F)(F)F)cc3)ccc2O1 | 17
Cc1cc(C(=O)Nc2cccc3c2O[C@H](CN(C)Cc2ccc4c(c2)OCO4)[C@H](C)CN([C@H](C)CO)C3=O)n(C)n1 | -13
CCN1CCN(Cc2c(C)[nH]c3ccc(C(=O)OC)cc3c2=O)CC1 | -4
COc1ccc(Oc2ccc(NC(=O)CCC(=O)O)cc2)cc1 | -26
Cc1ccc(S(=O)(=O)Nc2ccc3c(c2)C(=O)N([C@H](C)CO)C[C@H](C)[C@@H](CN(C)Cc2ccc(C(F)(F)F)cc2)OCCCC[C@@H](C)O3)cc1 | 31
COC(=O)C1=C(C)n2nnnc2NC1c1cc2ccccc2o1 (stereo unspecified) | 40
COc1ccc(NC(=O)Nc2ccc3c(c2)C(=O)N([C@H](C)CO)C[C@H](C)[C@H](CN(C)S(C)(=O)=O)OCCCC[C@@H](C)O3)cc1 | 13
Cc1cccc(N2C(=NC(=O)c3ccc(Br)cc3)SC3CS(=O)(=O)CC32)c1 (stereo unspecified) | 10

Part of the list above in order of number of heavy atoms, descending.
SMILES | U2OS ROS induce
Cc1ccc(S(=O)(=O)Nc2ccc3c(c2)C(=O)N([C@H](C)CO)C[C@H](C)[C@@H](CN(C)Cc2ccc(C(F)(F)F)cc2)OCCCC[C@@H](C)O3)cc1 | 31
Cc1noc(C)c1NC(=O)Nc1cccc2c1O[C@H](CN(C)Cc1ccc(Oc3ccccc3)cc1)[C@H](C)CN([C@@H](C)CO)C2=O | -4
Cc1cc(C(=O)Nc2cccc3c2O[C@H](CN(C)Cc2ccc4c(c2)OCO4)[C@H](C)CN([C@H](C)CO)C3=O)n(C)n1 | -13
C[C@@H]1CN([C@@H](C)CO)C(=O)CCCn2nncc2CO[C@@H]1CN(C)CC1CCCCC1 | 26
Cc1cccc(N2C(=NC(=O)c3ccc(Br)cc3)SC3CS(=O)(=O)CC32)c1 (stereo unspecified) | 10
CCN1CCN(Cc2c(C)[nH]c3ccc(C(=O)OC)cc3c2=O)CC1 | -4
Cc1ccnc(SCC(=O)N2CCc3ccccc3C2)n1 | -4

Screening results as filed in PubChem.
